Vif inh – inhibitors of HIV Vif; HEK293T cells, Vif self-association by quenched fluorescence, imaging, 24 h; inhibition, % at 7.49 µM; actives 0.35% (n = 340,000); AID 602346; in the data active = inhibition above about 50%, passing the limit was not always enough; inconclusive = no clear call, values can overlap the other calls; inactive = below about 31%; note: some results filed as inactive read as strong as hits
MITF TRPM1 inh – reduces MITF-dependent TRPM1 promoter luciferase signal | SK-MEL-5 TRPM1 promoter luciferase, 24 h | inhibition, % at 12.5 µM | actives 0.83% (n = 330,000) | AID 488899;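 active = mean inhibition across replicates of 60% or more, whatever share of single replicates reaches that level; inconclusive = some that reach 60%, reason not given; inactive = mean inhibition across replicates below 60%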; note: values of inactives mirror those of a sister screen read the other way
PDI turbidity – PDI (human) enzyme inhibition; actives 0.052% (n = 350,000); AID 588391; inhibition, % at 10 µM; PDI insulin aggregation turbidity, A650, 90 min;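 active = mean inhibition across replicates of 30% or more, whatever share of single replicates reach that level; inconclusive = mean inhibition below 30% while every single replicate reaches 30%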;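 note: absorbance from insulin aggregation driven by PDI reduction with DTT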
Target sequence (P07237 whole entry, looked up): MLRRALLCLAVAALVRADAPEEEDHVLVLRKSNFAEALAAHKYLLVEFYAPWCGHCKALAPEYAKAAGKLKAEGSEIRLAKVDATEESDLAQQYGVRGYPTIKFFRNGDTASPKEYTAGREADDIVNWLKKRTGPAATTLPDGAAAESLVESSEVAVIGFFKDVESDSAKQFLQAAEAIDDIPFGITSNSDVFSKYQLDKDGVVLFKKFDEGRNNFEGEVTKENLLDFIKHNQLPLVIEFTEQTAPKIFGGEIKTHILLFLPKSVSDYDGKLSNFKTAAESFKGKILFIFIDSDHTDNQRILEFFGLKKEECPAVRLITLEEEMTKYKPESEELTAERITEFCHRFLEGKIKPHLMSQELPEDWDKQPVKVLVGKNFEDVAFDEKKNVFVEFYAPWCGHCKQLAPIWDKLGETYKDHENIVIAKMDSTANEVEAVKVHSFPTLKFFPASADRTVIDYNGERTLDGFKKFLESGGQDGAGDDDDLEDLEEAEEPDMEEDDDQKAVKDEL
NR2E3 ag-1 – activates human NR2E3 receptor. actives 0.35% (n = 360,000). inhibition of corepressor binding, % at 3.98 µM. AID 602229. Q9Y5X4. CHO-S Gal4-NCOR/VP16-NR2E3 two-hybrid, luciferase;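 active = inhibition above the mean of all tested compounds plus 3 SD, cut at about 70% in these data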;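 note: 0% = DMSO with NR2E3 transfected cells and 100% = cells lacking NR2E3 construct; higher means lower luciferase signal from less NR2E3 corepressor binding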
Target sequence (Q9Y5X4 whole entry, looked up, the tested form may be a part): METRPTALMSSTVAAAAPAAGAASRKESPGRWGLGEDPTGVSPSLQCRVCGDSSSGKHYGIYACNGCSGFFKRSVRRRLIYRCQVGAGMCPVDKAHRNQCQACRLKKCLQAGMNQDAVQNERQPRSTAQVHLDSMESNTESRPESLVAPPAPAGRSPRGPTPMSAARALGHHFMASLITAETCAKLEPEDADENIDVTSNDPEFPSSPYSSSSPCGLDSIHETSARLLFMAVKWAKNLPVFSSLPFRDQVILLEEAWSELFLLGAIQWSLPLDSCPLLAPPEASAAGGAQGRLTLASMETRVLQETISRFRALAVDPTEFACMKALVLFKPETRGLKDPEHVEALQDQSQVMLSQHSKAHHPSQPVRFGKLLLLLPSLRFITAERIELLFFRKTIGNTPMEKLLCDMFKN
KKLEB cytotox – reduces viability of KKLEB cystic fibrosis airway cells. actives 0.36% (n = 360,000). activity change (cytotoxicity), % at 5 µM. KKLEB CF airway cells viability, ATPlite luminescence, overnight; hits give low values; cells stimulated with P. aeruginosa culture filtrate;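 active = corrected activity change at or below -50% at 5 µM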
CaV13 ICDI inh – Primary screen for inhibitors of IQ motif and Ca2+-dependent inactivation inhibitor domain binding in CACNA1D, Förster resonance energy transfer in living cells, …; HEK cells, CFP/YFP FRET ICDI-IQ, plate reader, 10 min; percent FRET-ratio fall versus neutral wells; inhibition, % at 12.3 µM; actives 0.098% (n = 340,000); AID 743397;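 active = mean replicate inhibition of at least 30% and at least 1% of replicates passing that level; inconclusive = only one of the two criteria is met; inactive = neither criterion is met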;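 note: 0% = median of the neutral control wells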
HIF-2a block – HIF-2a inhibition. inhibition, % at 18.8 µM. 786-0 RCC cells HIF-2a reporter, luciferase luminescence, overnight. actives 0.72% (n = 360,000). AID 624352;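 active = inhibition of the luminescence signal of 40% or more relative to plate controls, in a single-dose primary screen at 18.75 µM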
CF NFkB block – cystic fibrosis NF-kB activation inhibition. KKLEB NF-kB-GFP reporter, PAF-induced, GFP fluorescence overnight. inhibition, % at 5 µM. actives 0.86% (n = 360,000). AID 588850;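 active = at least 50% inhibition at 5 µM, scaled per plate between neutral and stimulator controls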;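 note: PAF is a Pseudomonas aeruginosa culture filtrate used as stimulus; plate controls were PAF-stimulated DMSO wells for no effect and unstimulated DMSO wells for full effect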
Peg3 promoter – reduces Peg3 promoter-driven luciferase expression in HeLa. HeLa PEG-Prom luciferase reporter, luminescence, overnight. inhibition, % at 20 µM. actives 1.7% (n = 360,000);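 active = inhibition of at least 50% at 20 µM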
Shn3 3UTR inh – inhibitors of Schnurri-3 3'UTR reporter in osteoblasts; actives 0.52% (n = 360,000); AID 588674; Clone20 osteoblast Shn3 3'UTR firefly luciferase, 24 h; inhibition, % at 12.5 µM;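 active = mean inhibition of at least 75% with every replicate also reaching 75%; inconclusive = mean inhibition at least 75% but some replicate below; inactive = mean inhibition below 75%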;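 note: 0% = median of neutral control wells and 100% = pilot-screen positive control compound; some compounds past the cut are filed as inactive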
NR2E3 ag-2 – activates human photoreceptor nuclear receptor NR2E3; AID 2300; actives 0.12% (n = 320,000); Q9Y5X4; inhibition of corepressor binding, % at 4.78 µM; GST-NR2E3/biotin-RetCOR TR-FRET, 1536-well;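 active = percent inhibition above the cutoff of mean plus 3 SD of all tested compounds, set per screening campaign, cut at about 20% in these data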;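 note: 0% = DMSO wells and 100% = biotin wells as full block of FRET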
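Format: 1536-well format; test system: GST-NR2E3 and biotin-RetCOR proteins; read-out basis: percent inhibition of TR-FRET ratio; timing: 5 h incubation at 4 °C; detection: time-resolved FRET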
An asterisk follows results filed as active; ? = inconclusive; / = no result given. Hits appear at their usual frequency; overall some 3.3% were active at least once.

SMILES	Vif inh	MITF TRPM1 inh	PDI turbidity	NR2E3 ag-1	KKLEB cytotox	CaV13 ICDI inh	HIF-2a block	CF NFkB block	Peg3 promoter	Shn3 3UTR inh	NR2E3 ag-2
CCC(C)N(CCNC(=O)c1ccc2c(c1)NC(=O)c1ccccc1S2)C1CCCCC1 (stereo not drawn)	-7	11	-1	18	-25	-6	6	11	76*	22	0
COc1cc(C(=O)N2CCN(S(=O)(=O)c3ccc(C)cc3C)CC2)ccc1OCC(=O)N1CCOCC1	3	1	-2	6	-5	-3	12	30	19	-4	-1
COc1cccc2cc(C(=O)NCc3ccccc3Cl)c(=O)oc12	3	-85	5	-13	-12	-5	-85	26	-77	-29	-1
O=c1c(OC2OC(CO)C(O)C(O)C2OC2OC(CO)C(O)C(O)C2OC2OC(CO)C(O)C(O)C2O)c(-c2ccc(O)c(O)c2)oc2cc(O)cc(O)c12 (stereo not drawn)	-4	1	/	-49	1	/	11	17	2	14	2
CCOc1ccccc1NC(=O)C1CCCN1C(=O)c1cccs1 (stereo not drawn)	/	-2	5	-11	8	-7	9	-41	22	-82	0
Cn1c(=S)[nH]c2scc(-c3cccs3)c2c1=O	3	14	-4	15	1	0	-21	0	9	-9	/
Nc1nc(SCC(=O)NCCCO)nc2sc3c(c12)CCC3	0	-11	-3	1	3	/	-5	18	2	17	1
Cc1ccccc1OCC(=O)Nc1ccc2c(c1)OCCO2	5	-126	-2	-1	1	-15	-314	-16	-286	-85	-1
O=C(Cn1nc(Cc2cccnc2)c2ccccc2c1=O)N1CCN(c2ccccn2)CC1	-6	6	/	9	2	-11	-3	-37	3	-2	-4
COc1ccccc1C(=O)ON=C1c2ccccc2-c2ccccc21	-9	0	1	-49	5	-5	-55	48	-71	-23	-1
CCOC(=O)C1=CCN(S(C)(=O)=O)C1c1ccc(C)cc1 (stereo not drawn)	34	/	/	-4	-17	-7	-2	11	-10	-31	/
COc1ccc(CCN(C)C(=O)CN2C(=O)NC3(CCCc4ccccc43)C2=O)cc1OC (stereo not drawn)	4	-13	-1	23	-15	-5	6	23	1	4	3
CCCCc1ccc(NC(=S)N2CCN(c3ncccn3)CC2)cc1	-9	7	0	7	9	-5	-15	-4	3	22	2
O=C(N/C(=C\c1cccc([N+](=O)[O-])c1)C(=O)N1CCOCC1)c1ccco1	-2	-4	-3	-1	2	-7	-7	11	-4	11	1
CC(C)c1cc(C(N)=O)c(NC(=O)c2cccc(COc3ccc(Br)cc3)c2)s1	-6	-74	0	-174	-29	-11	-209	-14	-229	-18	0
Clc1ccc(CSc2nnc(-c3c[nH]c4ccccc34)o2)cc1	-10	-7	-1	-13	13	/	-217	-9	-12	9	4
Cc1ccccc1NC(=S)N(CCCN1CCOCC1)Cc1cccs1	3	15	2	4	-5	-3	22	5	-3	9	-4
O=S(=O)(NCc1cccnc1)c1cccc2cccnc12	20	6	9	-13	14	-8	-4	0	15	4	1
CC(=O)Nc1cccc(N(C)S(C)(=O)=O)c1	5	-2	-2	-11	-15	-5	-17	12	1	-6	0
O=[N+]([O-])c1ncn(Cc2c(Cl)cccc2Cl)n1	-3	13	15	-6	1	-19	11	9	9	9	/

An excerpt of these results, with two lines to a compound.
Fields – Vif inh	MITF TRPM1 inh	PDI turbidity	NR2E3 ag-1	KKLEB cytotox	CaV13 ICDI inh	HIF-2a block	CF NFkB block	Peg3 promoter	Shn3 3UTR inh	NR2E3 ag-2
- COc1ccccc1C(=O)ON=C1c2ccccc2-c2ccccc21
  -9	0	1	-49	5	-5	-55	48	-71	-23	-1
- CCOC(=O)C1=CCN(S(C)(=O)=O)C1c1ccc(C)cc1 (stereo not drawn)
  34	/	/	-4	-17	-7	-2	11	-10	-31	/
- COc1ccc(CCN(C)C(=O)CN2C(=O)NC3(CCCc4ccccc43)C2=O)cc1OC (stereo not drawn)
  4	-13	-1	23	-15	-5	6	23	1	4	3
- CCCCc1ccc(NC(=S)N2CCN(c3ncccn3)CC2)cc1
  -9	7	0	7	9	-5	-15	-4	3	22	2
- O=C(N/C(=C\c1cccc([N+](=O)[O-])c1)C(=O)N1CCOCC1)c1ccco1
  -2	-4	-3	-1	2	-7	-7	11	-4	11	1
- CC(C)c1cc(C(N)=O)c(NC(=O)c2cccc(COc3ccc(Br)cc3)c2)s1
  -6	-74	0	-174	-29	-11	-209	-14	-229	-18	0
- Clc1ccc(CSc2nnc(-c3c[nH]c4ccccc34)o2)cc1
  -10	-7	-1	-13	13	/	-217	-9	-12	9	4
- Cc1ccccc1NC(=S)N(CCCN1CCOCC1)Cc1cccs1
  3	15	2	4	-5	-3	22	5	-3	9	-4
- O=S(=O)(NCc1cccnc1)c1cccc2cccnc12
  20	6	9	-13	14	-8	-4	0	15	4	1
- CC(=O)Nc1cccc(N(C)S(C)(=O)=O)c1
  5	-2	-2	-11	-15	-5	-17	12	1	-6	0

Following part.
SMILES	Vif inh	MITF TRPM1 inh	PDI turbidity	NR2E3 ag-1	KKLEB cytotox	CaV13 ICDI inh	HIF-2a block	CF NFkB block	Peg3 promoter	Shn3 3UTR inh	NR2E3 ag-2
CC1OC(Oc2c(-c3cc(O)c(O)c(O)c3)oc3cc(O)cc(O)c3c2=O)C(O)C(O)C1O (stereo not drawn)	5	/	/	-41	-15	/	10	26	0	-28	/
O=C(OCC12CC3CC(CC(C3)C1)C2)c1ccc(NCc2cc(O)ccc2O)cc1	-4	36	9	74*	-42	-7	81*	58*	6	98*	/
O=C(O)CC1(CC(=O)NCc2cccc(Cl)c2)CCCCC1	-5	-17	4	-23	4	-5	8	-3	-8	13	-1
CC(Cc1cccs1)NC(=O)Nc1ccccc1 (stereo not drawn)	10	-30	-3	-27	-10	-7	-83	2	-76	7	1
CCCCCc1cc(=O)oc2c(C(CCN3CCCCC3)c3cc(OC)c(OC)c(OC)c3)c(OC)cc(OC)c12 (stereo not drawn)	-9	89*	16	-15	-9	-6	10	3	90*	14	-1
COc1ccc(CCNC(=O)CCn2c(SCC#N)nc3ccccc3c2=O)cc1OC	-23	8	-3	6	-5	-6	-9	-3	1	-13	0
Cc1ccc(C(C(=O)NC(C)(C)C)N(Cc2ccco2)C(=O)Cn2nnc(-c3cccs3)n2)cc1 (stereo not drawn)	-15	4	3	-16	-2	-4	21	4	18	12	-1
CC(C)NC(=O)Cn1c(SCC(=O)NC2CCCC2)nc2ccccc21	-4	7	7	-28	0	-4	9	-1	-8	-4	3
Cc1cccc(-c2nc3c(c(SCC(N)=O)n2)CCCC3)c1	-1	-5	-3	0	-6	-6	5	-2	6	3	4
CCOC(=O)NN1C(=O)c2ccccc2NC1c1ccc(OC)cc1OC (stereo not drawn)	-8	-7	18	4	-4	-10	6	-6	3	-1	-1
COc1ccc(Nc2cc(C(=O)NCCCN3CCOCC3)c3ccccc3n2)cc1OC	?	-5	-8	-43	-2	-5	-29	6	-2	10	-4
COc1ccc2nc3n(c(=O)c2c1)-c1cc2ccccc2cc1C(=O)NC3Cc1ccccc1 (stereo not drawn)	-1	/	5	-21	-8	-6	1	0	14	1	/
C=CCn1c2ccccc2c2n[nH]c(=S)nc21	3	-7	-7	-18	1	-3	18	-30	43	-16	/
CCCCCn1c(-c2ccco2)nc2nc3ccccc3nc21	-17	1	-1	-28	-1	/	-39	-21	-33	2	1
CC1CCCN(c2c([N+](=O)[O-])c(=O)oc3ccccc23)C1 (stereo not drawn)	2	27	-11	-14	-9	-4	10	15	15	-15	1
COc1ccc2nc3c(c(-c4ccccc4)c2c1)CCC3	5	-14	-9	-29	-6	-5	-126	7	-37	-16	1
O=c1[nH]ncc(N2CCCCC2)c1Cl	/	8	1	-6	-5	-4	6	1	-11	4	2
O=C(COC(=O)c1ccc(O)cc1O)NC1CC1	3	6	-2	-9	-10	-3	-2	15	-16	3	-1
Cc1cc(C)c(S(=O)(=O)N2CCN(c3ccc([N+](=O)[O-])c(-n4nc(C)cc4C)c3)CC2)c(C)c1	-19	6	5	7	10	-9	1	0	21	15	-2
COc1ccc(CNC(=O)C2CCCN2S(=O)(=O)c2ccc(Cl)cc2)cc1 (stereo not drawn)	-4	10	1	5	2	-8	3	26	20	11	0

Compound activity as filed in PubChem.
